KAT2A inh = qHTS Assay for Inhibitors of GCN5L2; Histone acetyltransferase KAT2A (Homo sapiens), Q92830; GCN5L2 HAT assay, ThioGlo1 CoA-SH fluorescence; Potency, µM (top dose mostly 58.9 µM), inactives show at the highest dose activity change, negative = inhibition, usual class: inhibitors; hit rate 0.21% among 390,000
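GCN5L2 (20 nM) in 50mM HEPES pH 7.5, 0.1mM EDTA, 0.01% Tween-20 preincubated 15 min with compounds at room temperature. Reaction started with H3(1-25) 75uM, acetyl-CoA 70uM, ThioGlo1 50uM; CoA-thiol fluorescence (Ex340/Em540) read at 0 and 20 min.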
FEN1 inh = qHTS Assay for the Inhibitors of Human Flap endonuclease 1 (FEN1); Potency, µM (titrated, usually from 114 µM), for the others: at the top dose activity change, negative = inhibition, most hits filed as inhibitors; AID 588795, 2011; hit rate 0.35% among 390,000; Recombinant FEN1 flap cleavage, fluorescence, 15 min; further: nearly all actives have a fitted effect of over 65% in size
Target sequence (P39748 whole entry, looked up): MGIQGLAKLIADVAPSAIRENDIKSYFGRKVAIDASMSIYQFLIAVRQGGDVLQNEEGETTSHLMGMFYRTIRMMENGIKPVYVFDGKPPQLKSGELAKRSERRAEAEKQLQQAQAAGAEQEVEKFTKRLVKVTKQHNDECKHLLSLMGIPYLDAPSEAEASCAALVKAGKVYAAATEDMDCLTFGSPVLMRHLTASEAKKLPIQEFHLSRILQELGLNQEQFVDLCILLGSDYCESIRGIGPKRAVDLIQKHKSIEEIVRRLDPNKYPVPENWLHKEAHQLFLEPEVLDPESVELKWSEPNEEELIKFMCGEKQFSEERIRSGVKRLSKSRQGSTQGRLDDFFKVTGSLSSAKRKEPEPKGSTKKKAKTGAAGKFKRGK
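Compounds are tested as a concentration series against 10 nM FEN1; after a 15 min room-temperature preincubation, 50 nM substrate starts cleavage, with plate reads at 0 and 15 min. Normalized responses are fitted by a Hill equation.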
TDP1 cell CPT = qHTS for Inhibitors of human tyrosyl-DNA phosphodiesterase 1 (TDP1): qHTS in cells in presence of CPT. hit rate 12% among 420,000. chicken DT40 Tdp1-/-;hTDP1 cells + 20 nM CPT, ATP luminescence, 48 h. Potency, µM (doses to about 46.2 µM), without a hit: top-dose activity change, negative = growth inhibition, actives largely listed as inhibitors; further: nearly all actives have a fitted effect of over 55% in size
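Cell growth measured by CellTiter-Glo luminescence after a minimum 48 h, 37 C compound exposure with 20 nM CPT in Tdp1-knockout DT40 cells stably expressing hTDP1, seeded 400/well; qHTS titration format.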
* = called active by the depositor; ? = inconclusive; / = not tested or not shown. The call rests on the fitted dose curve; in most records, active means well fitted curve in the direction sought with a large enough effect; inconclusive means small, poorly fitted or top-dose-only effect, or another doubt; inactive means no such curve, though single readings can be large; an effect the other way counts as inactive or inconclusive. On the % scale 0 is the no-effect control and ±100 the full control effect; potency means the concentration at half of the fitted maximal effect. The list is partial; the hit share may differ from the screen's.

SMILES | KAT2A inh | FEN1 inh | TDP1 cell CPT
O=C(COc1ccc(Br)cc1CO)Nc1ccccc1F | 2% | -12% | -1%
O=C(COC(=O)/C=C/c1nc2ccccc2s1)Nc1cccc2ccccc12 | -1% | 4% | 4%
O=C(O)c1cccc2c1C(=O)c1cc([N+](=O)[O-])ccc1-2 | / | -9% | ?
CCOC(=O)Cn1c(=NC(=O)C2CC2)sc2c(C)cc(C)cc21 | 25% | 21% | -23%
CC1=NN(C(C#N)c2ccccc2C)C(C)(C)C1 (stereo unspecified) | 3% | 1% | -3%
Fc1ccc(N2CCN(c3nnnn3-c3ccccc3)CC2)cc1 | 1% | 14% | -8%
C(=N\n1cnnc1)/c1ccc(N2CCOCC2)cc1 | -8% | -6% | 8%
O=C(O)Cc1csc(-c2ccc(Cl)cc2)n1 | 0% | / | 0%
O=C(Nc1cccnc1)c1scc2c1OCCO2 | 0% | 1% | -7%
COc1ccc(C)cc1NC(=O)C1CCC(CNS(=O)(=O)c2ccc3c(c2)CCCC(=O)N3)CC1 (stereo unspecified) | -10% | -7% | 9.2µM*
Cc1c(C(=O)NC2CCCCC2)oc2ccccc12 | -2% | 0% | -19%
C=CCn1c(CNC(=O)c2ccccc2C)nnc1SCC(=O)NC1CCCC1 | -11% | 6% | -13%
COC(=O)Nc1nnc(-c2ccc(OC)cc2)s1 | -3% | 17% | 5%
COc1ccccc1N1CCN(C(=O)C(OC(C)=O)c2ccccc2)CC1 (stereo unspecified) | -3% | 10% | ?
CCOC(=O)/C(C#N)=C/Nc1ccccc1NS(=O)(=O)c1cccc(C(C)=O)c1 | -16% | -19% | -5%
Cn1cc(S(=O)(=O)N2CCCCCC2)cc1C(=O)NCc1ccc(Cl)cc1 | 0% | 10% | ?
O=S(=O)(NN=C1CCCCCCC1)c1ccc(Br)cc1 | -2% | 1% | -13%
COC(=O)[C@@]1(Cc2ccccc2)[C@H]2C(=O)N(C)C(=O)[C@H]2[C@H]2CN=C(SCc3ccc(C)cc3)N21 | -8% | -10% | 18µM*
CCN(CCCNC(=O)C1CCCN(S(=O)(=O)CC)C1)c1cccc(C)c1 (stereo unspecified) | 4% | 2% | 23µM*
O=C(C[C@@H]1C/C=C\C[C@@H](NC(=O)OCC2c3ccccc3-c3ccccc32)C(=O)OCCNC1=O)N[C@@H](CO)Cc1ccccc1 | -5% | -9% | 9.2µM*
COc1ccc(OC)c(N=Cc2c(O)[nH]c3ccccc23)c1 | -1% | 3% | ?
CCCSC1=N/C(=C\c2ccsc2)C(=O)S1 | ? | -8% | -22%
O=C(/C=C\c1ccc2c(c1)OCO2)Nc1c2c(nn1-c1ccc(Cl)cc1)CSC2 | -2% | -4% | ?
O=C1c2cccc3cccc(c23)C(=O)N1Cc1ccco1 | -3% | 1% | 11%
O=C(CN1C(=O)c2ccccc2S1(=O)=O)NCc1cccs1 | -20% | -11% | 27%
CCCC(=O)Nc1cc(C)c(NC(=O)c2cccs2)cn1 | -3% | 9% | 3%
C#CCOCCOCCOCCNc1nc(N2CCOCC2)nc(N2CCN(C(=O)[C@H](Cc3ccc(O)cc3)n3cc([C@@H](N)C(C)CC)nn3)CC2)n1 (stereo partly specified) | 0% | 10% | -26%
CC(=O)Nc1ccc(NC(=O)CSc2nccn2C)cc1 | -2% | -1% | /
Cn1nnnc1SCCNC(=O)C1CCC(=O)N(CCc2ccccc2)C1 (stereo unspecified) | -30% | 5% | -14%
Cc1ccc(CNC(=O)C2CCN(S(=O)(=O)c3c(C)noc3/C=C/N(C)C)CC2)cc1 | -6% | -12% | 1%

Part of the list above, reformatted:
Molecule: O=C(/C=C\c1ccc2c(c1)OCO2)Nc1c2c(nn1-c1ccc(Cl)cc1)CSC2
  KAT2A inh = -2% | FEN1 inh = -4% | TDP1 cell CPT = ?
Molecule: O=C1c2cccc3cccc(c23)C(=O)N1Cc1ccco1
  KAT2A inh = -3% | FEN1 inh = 1% | TDP1 cell CPT = 11%

Carrying on.
SMILES | KAT2A inh | FEN1 inh | TDP1 cell CPT
Cc1c(NC(=O)C(c2ccccc2)c2ccccc2)cccc1C(=O)O | 2% | 7% | -2%
COc1cc(/C=N/Nc2ccc(Cl)c(C(=O)O)c2)ccc1OCC(=O)N1C(C)CCCC1C (stereo unspecified) | -8% | -1% | 14%
Cc1ccc(CN(C)C(=O)CCc2c[nH]c3ccccc23)o1 | 1% | -15% | -11%
CC(=O)Nc1ccc(C(=O)CSc2nnc(Cc3ccccc3)o2)cc1 | -2% | 0% | -10%
Cc1c(CNC2CCC(C)CC2)c(C(=O)O)c(C)n1Cc1ccc(Cl)cc1 (stereo unspecified) | 1% | 16% | ?
CCOC(=O)c1cc(S(=O)(=O)NCc2ccc3c(c2)OCO3)cn1C | -3% | -4% | 1%
COc1ccc([N+](=O)[O-])cc1NS(=O)(=O)c1ccccc1 | 1% | -13% | -6%
N#Cc1c(N)nc2c(c1N)CC(=O)N2c1ccccc1-c1ccccc1 | 1% | 1% | 29%
CCC(=O)NC(c1ccccc1Cl)c1c(O)ccc2ccccc12 (stereo unspecified) | -12% | -2% | 16µM*
Cn1ncc(Cl)c1C(=O)Nc1ccncc1 | -6% | -6% | -3%
COc1ccc(-n2c(C)nc3c(cnn3-c3ccccc3)c2=O)cc1 | 3% | 16% | 29µM*
CCc1cc(C(=O)OC)c(NC(=O)CN2CCN(C(=O)c3ccco3)CC2)s1 | -14% | -10% | ?
Cc1ccc(NC(=O)c2cccc(OC(F)F)c2)c(OC(F)F)c1 | 1% | 7% | -3%
CCn1c(C)c(C(C)=O)c(NCc2ccccc2)nc1=S | 2% | -15% | -12%
O=C(Nc1ccccc1)c1ccc(NC(=O)C2CC2)cc1 | -2% | 15% | -25%
CC(C)(C)NC(=O)c1cccc(NC(=O)c2ccc3c(c2)C(=O)N(C(C)(C)C)C3=O)c1 | -28% | -17% | ?
O=C(NCc1cccs1)c1cccc(N2CCCC2=O)c1 | -6% | -6% | -16%
O=C(COCc1cc(-c2ccco2)on1)Nc1cccc(O)c1 | 1% | -6% | -25%
CCOc1ccc(N2CC(NC(=O)c3ccc(S(=O)(=O)N4CCOCC4)cc3)CC2=O)cc1 (stereo unspecified) | 2% | 17% | -7%
CCC(C(=O)NC(C)CCc1ccccc1)n1nc(C)n2c(cc3occc32)c1=O (stereo unspecified) | 2% | 2% | ?
CCOc1ccc(C(=O)CCC(=O)Nc2cc(C)ccn2)cc1 | -9% | -2% | 3%
Fc1ccc2cnc(CCO[C@H]3CCCCO3)cc2c1 | -9% | 17% | -20%
Cc1ccc(N(CC(=O)NC(C)(C)C)C(=O)CS(=O)CC(=O)Nc2ccc3c(c2)OCO3)cc1 (stereo unspecified) | 0% | 21% | -2%
O=C(c1n[nH]c(=O)c2ccccc12)N1CCN(c2ccc(F)cc2)CC1 | -3% | -9% | ?
C#CCOCCOCCOCCNc1nc(N2CCN(C(=O)[C@H]([C@@H](C)CC)n3cc([C@@H](N)CC(C)C)nn3)CC2)nc(N2CCN(C(=O)[C@H](Cc3ccc(O)cc3)n3cc([C@@H](N)C(C)CC)nn3)CC2)n1 (stereo partly specified) | 0% | 0% | -8%
CCOC(=O)c1sc(NC(=O)c2c(OC)cccc2OC)nc1C | 0% | -8% | -18%
Cc1cc(NCc2cccnc2)no1 | 0% | -13% | 0%
N#Cc1ccc(CSc2nnc(-c3ccccc3)n2Cc2ccco2)cc1 | -4% | 0% | ?
Cc1cccc(N2CCN(C(=O)C3CCN(S(=O)(=O)c4cccc5nsnc45)CC3)CC2C)c1 (stereo unspecified) | -2% | 6% | 23µM*
Cc1ccc2oc(C(=O)N3CCCCCC3)c(C)c2c1 | -8% | -10% | ?
O=C(CN(Cc1ccccc1Cl)C(=O)CCC(=O)Nc1nccs1)NCC1CCCO1 (stereo unspecified) | -4% | 13% | -4%
Cc1ccccc1-c1cncnc1NCCN1CCOCC1 | -23% | / | 2.9µM*
Cc1ccc(Nc2c(-c3ccc(C)s3)nc3cccc(C)n23)cc1 | / | -9% | 13µM*
CC12CCC(C/C1=N/NC(=O)COc1ccccc1Cl)C2(C)C (stereo unspecified) | -13% | -9% | -4%
C=CCNC(=O)C1CCN(C(=O)c2ccc(-c3ccccc3)cc2)CC1 | 1% | 20% | -14%
Cc1cc(C)nc(/N=C(\N)Nc2cccc(OCc3ccccc3)c2)n1 | 0% | ? | 16µM*
COc1ccc(-c2nc(C#N)c(NCc3ccccc3Cl)o2)cc1OC | -1% | -3% | ?
CCCCNC(=O)c1onc(CSc2ccccc2)c1C(=O)NCCCC | -10% | ? | -22%
Cc1ccc(Sc2ncccc2COC(=O)Nc2c(C)cccc2C)cc1 | -15% | -11% | ?
O=C(NCCc1csc(-c2cccnc2)n1)c1ccc(F)c(F)c1 | 9% | 14% | /
O=C(Cn1nnc(-c2ccccc2)n1)NC1CCS(=O)(=O)C1 (stereo unspecified) | -2% | 1% | 1%
CC(=O)N1c2ccc(S(=O)(=O)N3CCC(C(=O)N4CCC(C)CC4)CC3)cc2CC1C (stereo unspecified) | -4% | 4% | ?
[O-]/[N+](=C\c1ccco1)c1ccc(Cl)cc1 | -10% | -2% | ?
COc1cccc(-n2cc(C(=O)Oc3ccc(F)cc3)c3ccccc3c2=O)c1 | 2% | -16% | ?
CCOc1ccc(N2CC(O)Cn3c2nc2c3c(=O)n(CCCc3ccccc3)c(=O)n2C)cc1 (stereo unspecified) | -11% | -7% | ?

Full records from above.
Results for CCCCNC(=O)c1onc(CSc2ccccc2)c1C(=O)NCCCC : KAT2A inh = -10%; FEN1 inh = ?; TDP1 cell CPT = -22%
Results for COc1cccc(-n2cc(C(=O)Oc3ccc(F)cc3)c3ccccc3c2=O)c1 : KAT2A inh = 2%; FEN1 inh = -16%; TDP1 cell CPT = ?
Results for C=CCNC(=O)C1CCN(C(=O)c2ccc(-c3ccccc3)cc2)CC1 : KAT2A inh = 1%; FEN1 inh = 20%; TDP1 cell CPT = -14%

Later entries:
SMILES | KAT2A inh | FEN1 inh | TDP1 cell CPT
c1ccc(-c2nnc(-c3ccccn3)s2)nc1 | -5% | 9% | -23%
c1cc(-c2sc(-c3ccncc3)c(-c3ccncc3)c2-c2ccncc2)ccn1 | -15% | -21% | ?
O=C(Nc1ccccc1Br)c1ccccc1-c1ccccc1 | -8% | 2% | 5.8µM*
Cc1ccc(C)c(S(=O)(=O)N2CCN(C(=O)Cn3cnc4c3c(=O)n(C)c(=O)n4C)CC2)c1 | -1% | 15% | -19%
CC(=O)c1ccc(OCC(C)Oc2ccc(C#N)cc2)cc1 (stereo unspecified) | ? | 10% | ?
COc1ccc(CC(=O)NNC(=O)CCc2ccccc2)cc1OC | 3% | 4% | 2%
O=C(Nc1ccccc1Cl)/C(Cl)=C(\Cl)S(=O)c1ccccc1 (stereo unspecified) | -6% | ? | 0.16µM*
CC1CCCCC1NC(=O)CSc1nnc(COc2ccccc2Cl)o1 (stereo unspecified) | 3% | -2% | -20%
CC(C)n1cc(C(=O)N2CCCC(N3CCN(c4ccc(F)cc4)CC3)C2)cn1 (stereo unspecified) | 0% | 16% | -13%
Cc1cccc2c(=O)cc(CSc3ccccc3NC(=O)c3cccc(Cl)c3)[nH]c12 | -6% | -15% | ?
O=C(CCn1c(=O)c2cccn2c2cccnc21)N1CCN(c2ccccc2)CC1 | -11% | -3% | ?
CCOc1ccc(NC(=O)NC2CCCc3ccccc32)cc1 (stereo unspecified) | -3% | 17% | -3%
CCn1c(SCC(=O)Nc2ccccc2C)nc2nc3c(cc2c1=O)COC(C)(C)C3 | -2% | -12% | ?
Cc1cnc(NC(=O)C2CCCO2)s1 (stereo unspecified) | -6% | -4% | -20%
O=C(CSc1n[nH]c(-c2ccccn2)n1)Nc1ccc(Cl)cc1 | 3% | 2% | 6.5µM*
CS(=O)(=O)Nc1ccc(C(=O)CSc2nnc(C3CC3)n2C2CC2)cc1 | -4% | -7% | -1%
O=C(O)C(F)=C1c2ccccc2-c2ccccc21 | / | 0% | -16%
Sc1nnc(-c2ccc(Cl)cc2)n1Cc1ccccc1 | -8% | 0% | -16%
COc1ccc(C(CNC(=O)Cc2ccccc2Cl)N2CCCCC2)cc1 (stereo unspecified) | 1% | 19% | -16%

Structural class, those above with a tert-butyl group (2)
SMILES | KAT2A inh | FEN1 inh | TDP1 cell CPT
CC(C)(C)NC(=O)c1cccc(NC(=O)c2ccc3c(c2)C(=O)N(C(C)(C)C)C3=O)c1 | -28% | -17% | ?
Cc1ccc(N(CC(=O)NC(C)(C)C)C(=O)CS(=O)CC(=O)Nc2ccc3c(c2)OCO3)cc1 (stereo unspecified) | 0% | 21% | -2%
